HIF-2a inh: blocks HIF-2a reporter activity | 786-0 RCC cells HIF-2a reporter, luciferase luminescence, overnight | inhibition, % at 18.8 µM | 360,000 compounds, 0.72% hits | AID 624352;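 active = inhibition of the luminescence signal of 40% or more relative to plate controls, in a single-dose primary screen at 18.75 µM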
Shn3 inh set2: inhibitors of Schnurri-3 3'UTR reporter in osteoblasts; inhibition, % at 12.5 µM; 360,000 compounds, 0.52% hits; Clone20 osteoblast Shn3 3'UTR firefly luciferase, 24 h; AID 588674;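 active = mean inhibition of at least 75% with every replicate also reaching 75%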;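 note: 0% = median of neutral control wells and 100% = pilot-screen positive control compound; some compounds past the cut are filed as inactive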
Peg3 prom inh: reduces Peg3 promoter-driven luciferase expression in HeLa; AID 588405; HeLa PEG-Prom luciferase reporter, luminescence, overnight; 360,000 compounds, 1.7% hits; inhibition, % at 20 µM;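 active = inhibition of at least 50% at 20 µM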
MITF TRPM1 inh: MITF TRPM1 promoter inhibition in SK-MEL-5 cells | SK-MEL-5 TRPM1 promoter luciferase, 24 h | inhibition, % at 12.5 µM | 330,000 compounds, 0.83% hits;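 active = mean inhibition across replicates of 60% or more, whatever share of single replicates reaches that level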; note: values of inactives mirror those of a sister screen read the other way
H9c2 protect: protects H9c2 cardiomyocytes from peroxide injury; H2O2 injury protection, ATPLite, 2 h; protection from H2O2 cell death, % at 20 µM; 360,000 compounds, 0.63% hits; AID 588492;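 active = compounds giving at least 50% protection of heart cells from peroxide-induced death in the single-dose screen, raw or plate-pattern-corrected value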;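 note: 0% = DMSO wells with peroxide and 100% = DMSO wells without peroxide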
CaV13 ICDI inh: Primary screen for inhibitors of IQ motif and Ca2+-dependent inactivation inhibitor domain binding in CACNA1D, Förster resonance energy transfer in living cells, …; 340,000 compounds, 0.098% hits; HEK cells, CFP/YFP FRET ICDI-IQ, plate reader, 10 min; percent FRET-ratio fall versus neutral wells; inhibition, % at 12.3 µM; AID 743397;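 active = mean replicate inhibition of at least 30% and at least 1% of replicates passing that level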;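 note: 0% = median of the neutral control wells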
NR2E3 ag-1: human photoreceptor-specific nuclear receptor agonism; 360,000 compounds, 0.35% hits; CHO-S Gal4-NCOR/VP16-NR2E3 two-hybrid, luciferase; AID 602229; inhibition of corepressor binding, % at 3.98 µM;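 active = inhibition above the mean of all tested compounds plus 3 SD, cut at about 70% in these data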;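 note: 0% = DMSO with NR2E3 transfected cells and 100% = cells lacking NR2E3 construct; higher means lower luciferase signal from less NR2E3 corepressor binding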
Target sequence (Q9Y5X4 whole entry, looked up, the tested form may be a part): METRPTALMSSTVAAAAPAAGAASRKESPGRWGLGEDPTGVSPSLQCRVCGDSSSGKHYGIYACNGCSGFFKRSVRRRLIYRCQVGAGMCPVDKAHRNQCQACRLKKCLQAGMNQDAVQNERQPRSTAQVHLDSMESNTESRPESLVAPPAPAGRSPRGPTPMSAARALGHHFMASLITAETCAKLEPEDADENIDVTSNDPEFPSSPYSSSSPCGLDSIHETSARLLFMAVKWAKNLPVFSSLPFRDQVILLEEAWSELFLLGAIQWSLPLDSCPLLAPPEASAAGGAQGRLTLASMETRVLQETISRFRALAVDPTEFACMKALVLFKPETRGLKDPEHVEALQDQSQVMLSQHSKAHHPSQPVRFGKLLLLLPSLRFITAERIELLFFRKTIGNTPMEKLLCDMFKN
PDI turbidity: inhibitors of human protein disulfide isomerase; P07237; PDI insulin aggregation turbidity, A650, 90 min; inhibition, % at 10 µM; 350,000 compounds, 0.052% hits; AID 588391;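 active = mean inhibition across replicates of 30% or more, whatever share of single replicates reach that level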;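 note: absorbance from insulin aggregation driven by PDI reduction with DTT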
NR2E3 ag-2: activates human photoreceptor nuclear receptor NR2E3 | GST-NR2E3/biotin-RetCOR TR-FRET, 1536-well | inhibition of corepressor binding, % at 4.78 µM | 320,000 compounds, 0.12% hits | AID 2300;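 active = percent inhibition above the cutoff of mean plus 3 SD of all tested compounds, set per screening campaign, cut at about 20% in these data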;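 note: 0% = DMSO wells and 100% = biotin wells as full block of FRET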
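System: GST-tagged NR2E3 plus biotinylated RetCOR corepressor; Buffer or medium: pH 7.5 Tris-based buffer; Probe or stimulus: RetCOR corepressor, biotinylated, 7 nM; Doses: compound at 4.8 µM, single dose; Schedule: 5 h incubation at 4 °C; Technique: time-resolved FRET; Evaluation: percent inhibition of TR-FRET ratio; Replication: one well per compound, singlicate testing.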
m5-HT2A agonist: agonists of mouse serotonin 5-HT2A receptor (HTR2A). P35363. CHO-K1 mHTR2A beta-arrestin complementation, luminescence; percent of 30 µM serotonin response. activation, % at 7.6 µM. 360,000 compounds, 0.66% hits. AID 624169;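 active = activation above a run cutoff, the mean activation of all tested compounds plus 3 SD, cut at about 14% in these data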;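 note: 0% = plate median of compound wells and 100% = 30 µM serotonin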
Target sequence (P35363 whole entry, looked up): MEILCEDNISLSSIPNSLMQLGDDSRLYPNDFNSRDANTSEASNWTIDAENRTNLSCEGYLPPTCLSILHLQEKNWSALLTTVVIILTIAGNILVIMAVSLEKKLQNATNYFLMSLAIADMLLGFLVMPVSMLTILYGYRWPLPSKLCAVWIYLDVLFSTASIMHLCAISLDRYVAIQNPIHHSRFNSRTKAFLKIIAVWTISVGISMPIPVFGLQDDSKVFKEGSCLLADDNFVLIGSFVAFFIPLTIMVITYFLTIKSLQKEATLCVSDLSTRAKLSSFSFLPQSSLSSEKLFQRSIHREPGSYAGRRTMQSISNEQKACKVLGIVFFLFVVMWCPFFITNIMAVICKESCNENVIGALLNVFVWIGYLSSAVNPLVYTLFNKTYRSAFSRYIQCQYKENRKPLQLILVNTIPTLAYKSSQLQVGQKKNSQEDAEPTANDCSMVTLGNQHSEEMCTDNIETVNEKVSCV
hiPSC survival: enhancers of human iPSC single-cell survival. hiPSC single-cell survival, ATPlite luminescence; 100% = ROCK inhibitor wells, 0% = DMSO. 360,000 compounds, 0.044% hits. survival enhancement, % at 20 µM; in the data active = survival enhancement above about 18%;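 note: cells exposed to compounds for 16 hours before the ATP read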
Numbers without * were called inactive. The order is random; about 3.9% have a hit in one of these screens.

`C/C(=N\N(Cc1ccccc1)c1ccccc1)c1ccncc1` gave HIF-2a inh -5, Shn3 inh set2 -11, Peg3 prom inh -6, MITF TRPM1 inh -3, H9c2 protect 9, CaV13 ICDI inh 6, NR2E3 ag-1 -17, PDI turbidity -1, NR2E3 ag-2 -4, m5-HT2A agonist -4 and hiPSC survival 1.4.
Screening CCOc1ccc2[nH]c(=O)c(CN(CCO)C(=O)c3ccc(F)cc3)cc2c1 returned HIF-2a inh 20, Shn3 inh set2 12, Peg3 prom inh -3, MITF TRPM1 inh 6, H9c2 protect 1, CaV13 ICDI inh -5, NR2E3 ag-1 -23, PDI turbidity -9, NR2E3 ag-2 1, m5-HT2A agonist -5 and hiPSC survival 0.3.
CC(C)(C)NC(=O)C(c1ccncc1)N(Cc1ccc(F)cc1)C(=O)c1ccc(-c2ccccc2)[nH]1 (configuration not stated) was read as HIF-2a inh -40, Shn3 inh set2 25, Peg3 prom inh -8, MITF TRPM1 inh -6, H9c2 protect 5, CaV13 ICDI inh -6, NR2E3 ag-1 -23, PDI turbidity -1, NR2E3 ag-2 0, m5-HT2A agonist -1 and hiPSC survival -1.6.
For CCOc1cc(C(=O)NCC(C)(C)CNC(=O)c2cc(OCC)c(OCC)c(OCC)c2)cc(OCC)c1OCC the results were HIF-2a inh 21, Peg3 prom inh 26, H9c2 protect 8, CaV13 ICDI inh -5, NR2E3 ag-1 20, PDI turbidity 7, NR2E3 ag-2 -1, m5-HT2A agonist 0 and hiPSC survival 1.0.
Screening COc1ccc(Nc2cc(C(=O)NCCCN3CCOCC3)c3ccccc3n2)cc1 returned HIF-2a inh -18, Shn3 inh set2 20, Peg3 prom inh -13, MITF TRPM1 inh 21, H9c2 protect 3, CaV13 ICDI inh -3, NR2E3 ag-1 -9, PDI turbidity 9, NR2E3 ag-2 -1, m5-HT2A agonist -5 and hiPSC survival -0.4.
For CCN(CC(=O)Nc1c(C(=O)OC)[nH]c2ccc(Cl)cc12)c1ccc2c(c1)OCO2 the results were HIF-2a inh -21, Shn3 inh set2 22, Peg3 prom inh 28, MITF TRPM1 inh 7, H9c2 protect 18, CaV13 ICDI inh -5, NR2E3 ag-1 6, PDI turbidity 1, NR2E3 ag-2 0, m5-HT2A agonist -5 and hiPSC survival -3.4.
`CCOC(=O)c1cc(OCC(=O)NC(C)C(C)C)cc(C(=O)OCC)c1` (configuration not stated) gave HIF-2a inh 5, Shn3 inh set2 7, Peg3 prom inh 7, MITF TRPM1 inh 5, H9c2 protect 6, CaV13 ICDI inh -2, NR2E3 ag-1 26, PDI turbidity 3, NR2E3 ag-2 -3, m5-HT2A agonist 0 and hiPSC survival -2.1.
`CCOc1cc(N2CCOCC2)c(OCC)cc1NC(=O)COC(=O)c1c(C)noc1C` gave HIF-2a inh -3, Shn3 inh set2 1, Peg3 prom inh -19, H9c2 protect 3, CaV13 ICDI inh -16, NR2E3 ag-1 -65, PDI turbidity 8, m5-HT2A agonist -3 and hiPSC survival -3.1.
Screening COC(=O)c1ccccc1NC(=O)NCc1ccccc1 returned HIF-2a inh 17, Shn3 inh set2 -3, Peg3 prom inh 1, MITF TRPM1 inh 14, H9c2 protect 6, CaV13 ICDI inh -2, NR2E3 ag-1 -11, PDI turbidity 2, NR2E3 ag-2 0, m5-HT2A agonist 2 and hiPSC survival -0.6.
For CC1=NN(c2nc(-c3ccc(Cl)cc3)cs2)C(=O)C1 the results were HIF-2a inh -5, Shn3 inh set2 -4, Peg3 prom inh 11, MITF TRPM1 inh -15, H9c2 protect 2, CaV13 ICDI inh -8, NR2E3 ag-1 -15, PDI turbidity 14, NR2E3 ag-2 -3, m5-HT2A agonist 4 and hiPSC survival 1.9.
`O=[N+]([O-])c1c(NCc2ccco2)ccc2nonc12` gave HIF-2a inh 12, Shn3 inh set2 2, Peg3 prom inh 18, H9c2 protect 3, CaV13 ICDI inh -5, NR2E3 ag-1 -25, PDI turbidity -2, NR2E3 ag-2 -2, m5-HT2A agonist -5 and hiPSC survival -0.1.
For Cc1cc(C)nc(Sc2ncnc3sc4c(c23)CCC4)n1 the results were HIF-2a inh 15, Shn3 inh set2 19, Peg3 prom inh -13, MITF TRPM1 inh 2, H9c2 protect 0, CaV13 ICDI inh -3, NR2E3 ag-1 18, PDI turbidity 1, NR2E3 ag-2 1, m5-HT2A agonist 8 and hiPSC survival -0.6.
Screening O=C(Nc1ccccc1Cl)N1CCN(c2ccc3nncn3n2)CC1 returned HIF-2a inh 5, Shn3 inh set2 20, Peg3 prom inh 28, H9c2 protect 17, CaV13 ICDI inh -7, NR2E3 ag-1 -6, PDI turbidity -7, NR2E3 ag-2 -1, m5-HT2A agonist 3 and hiPSC survival 0.2.
`O=C(CN(Cc1ccco1)C(=O)c1ccc(Cl)cc1)Nc1ccc(Cl)c(Cl)c1` gave HIF-2a inh 12, Shn3 inh set2 -27, Peg3 prom inh 10, MITF TRPM1 inh -3, H9c2 protect 0, CaV13 ICDI inh -4, NR2E3 ag-1 14, PDI turbidity 9, NR2E3 ag-2 3, m5-HT2A agonist -2 and hiPSC survival 3.5.
Screening O=C(NCc1cccc(C(F)(F)F)c1)C1CC2Cn3c(nc4ccccc43)C2N1Cc1ccccc1 (configuration not stated) returned HIF-2a inh 2, Shn3 inh set2 -33, Peg3 prom inh 4, MITF TRPM1 inh -1, H9c2 protect 1, CaV13 ICDI inh -6, NR2E3 ag-1 -3, PDI turbidity -4, NR2E3 ag-2 0, m5-HT2A agonist 3 and hiPSC survival -1.5.
For O=C(O)/C(=C/c1ccco1)NC(=O)c1ccccc1 the results were HIF-2a inh 17, Shn3 inh set2 2, Peg3 prom inh 3, MITF TRPM1 inh 4, H9c2 protect -5, CaV13 ICDI inh -5, NR2E3 ag-1 -35, PDI turbidity -3, NR2E3 ag-2 -1, m5-HT2A agonist 6 and hiPSC survival -1.4.
COCCCNc1ccn2nc(-c3ccc(OCCN4CCOCC4)cc3)cc2n1 was read as HIF-2a inh -116, Shn3 inh set2 -81, Peg3 prom inh -76, H9c2 protect 0, CaV13 ICDI inh -4, NR2E3 ag-1 -55, PDI turbidity -13, m5-HT2A agonist -3 and hiPSC survival -3.4.
Screening COc1cc(CNc2ccc3[nH]c(=O)[nH]c3c2)ccc1OCc1ccccc1F returned HIF-2a inh -132, Shn3 inh set2 -23, Peg3 prom inh -123, MITF TRPM1 inh -28, H9c2 protect -4, CaV13 ICDI inh -20, NR2E3 ag-1 -72, PDI turbidity 8, NR2E3 ag-2 -1, m5-HT2A agonist 1 and hiPSC survival -0.9.
`Cc1nc2ccc(NC(=S)NCCCO)cc2nc1C` gave HIF-2a inh -26, Shn3 inh set2 -20, Peg3 prom inh -25, MITF TRPM1 inh -9, H9c2 protect 0, CaV13 ICDI inh -2, NR2E3 ag-1 -11, PDI turbidity 2, NR2E3 ag-2 3, m5-HT2A agonist 1 and hiPSC survival -0.2.
Screening COC(C(=O)Nc1ccc(C(N)=O)cc1)c1ccccc1 (configuration not stated) returned HIF-2a inh 13, Shn3 inh set2 4, Peg3 prom inh 4, MITF TRPM1 inh 0, H9c2 protect -1, CaV13 ICDI inh -5, NR2E3 ag-1 4, PDI turbidity -5, NR2E3 ag-2 0, m5-HT2A agonist 5 and hiPSC survival 2.6.
Screening COc1ccc(C2C(C(C)=O)=C(C)N=c3s/c(=C\c4ccc5c(c4)OCO5)c(=O)n32)c(OC)c1 (configuration not stated) returned HIF-2a inh 18, Shn3 inh set2 1, Peg3 prom inh 11, MITF TRPM1 inh 11, H9c2 protect 11, NR2E3 ag-1 -26, PDI turbidity 10, NR2E3 ag-2 10, m5-HT2A agonist -3 and hiPSC survival 6.6.
COC(=O)c1ccc(C(=O)OC)c(NC(=O)CN2CCN(c3ccccc3)CC2)c1 was read as HIF-2a inh -4, Shn3 inh set2 59, Peg3 prom inh 31, MITF TRPM1 inh 9, H9c2 protect 1, CaV13 ICDI inh -9, NR2E3 ag-1 -4, PDI turbidity -4, NR2E3 ag-2 0, m5-HT2A agonist -3 and hiPSC survival 2.0.
For Cc1onc(C(=O)NC2CCCCC2)c1[N+](=O)[O-] the results were HIF-2a inh -14, Shn3 inh set2 -5, Peg3 prom inh -5, MITF TRPM1 inh 0, H9c2 protect -3, NR2E3 ag-1 -4, PDI turbidity 7, NR2E3 ag-2 -1, m5-HT2A agonist 3 and hiPSC survival -0.6.
For COc1ccc(NC(=O)c2sc3ncnc(N4CCN(c5ccccn5)CC4)c3c2C)cc1Cl the results were HIF-2a inh -39, Shn3 inh set2 88*, Peg3 prom inh 21, MITF TRPM1 inh -7, H9c2 protect 15, CaV13 ICDI inh -6, NR2E3 ag-1 -4, PDI turbidity 5, NR2E3 ag-2 -1, m5-HT2A agonist -2 and hiPSC survival 0.5.
Screening Cc1c(N(C)C(=O)C23CC4CC(CC(C4)C2)C3)c(=O)n(-c2ccccc2)n1C returned HIF-2a inh 11, Shn3 inh set2 -3, Peg3 prom inh 6, MITF TRPM1 inh -5, H9c2 protect 4, CaV13 ICDI inh 0, NR2E3 ag-1 -5, PDI turbidity 1, NR2E3 ag-2 3, m5-HT2A agonist 2 and hiPSC survival 10.
For COc1ccc(C(=O)CSc2nnc3n2CCCN3C(=O)Nc2ccccc2)cc1 the results were HIF-2a inh 5, Shn3 inh set2 -114, Peg3 prom inh 17, H9c2 protect 8, CaV13 ICDI inh -17, NR2E3 ag-1 -32, PDI turbidity 4, NR2E3 ag-2 1, m5-HT2A agonist 1 and hiPSC survival -0.4.
Screening O=C(NCCc1ccccc1)C1Cc2c(-c3ccccc3)ccnc2O1 (configuration not stated) returned HIF-2a inh 10, Shn3 inh set2 9, Peg3 prom inh 17, H9c2 protect 4, CaV13 ICDI inh -10, NR2E3 ag-1 -17, PDI turbidity 3, m5-HT2A agonist -7 and hiPSC survival -2.3.
`O=C(Nc1ccccn1)c1cccnc1` gave HIF-2a inh -3, Shn3 inh set2 11, Peg3 prom inh -4, MITF TRPM1 inh 1, H9c2 protect 3, CaV13 ICDI inh -5, NR2E3 ag-1 -14, PDI turbidity 0, NR2E3 ag-2 0, m5-HT2A agonist 1 and hiPSC survival 0.3.
`Cc1cccc(C)c1OCC(=O)Nc1nnc(C2CCCO2)s1` (configuration not stated) gave HIF-2a inh 5, Shn3 inh set2 11, Peg3 prom inh 2, MITF TRPM1 inh 4, H9c2 protect -2, CaV13 ICDI inh -10, NR2E3 ag-1 8, PDI turbidity -9, NR2E3 ag-2 -4, m5-HT2A agonist 8 and hiPSC survival 0.9.
O=C(Nc1ccc2ccccc2c1)c1cccc([N+](=O)[O-])c1 was read as HIF-2a inh -362, Shn3 inh set2 -147, Peg3 prom inh -360, MITF TRPM1 inh -94, H9c2 protect 6, CaV13 ICDI inh -2, NR2E3 ag-1 -129, PDI turbidity 7, NR2E3 ag-2 -3, m5-HT2A agonist -10 and hiPSC survival 0.1.

Assay outcomes as filed in PubChem BioAssay.
